Bioassay records (PubChem)
Keap1-Nrf2 PPI – inhibitors of human Keap1-Nrf2 protein-protein interaction | Q14145 | Keap1 Kelch-Nrf2 peptide fluorescence polarization, 1536-well | inhibition, % at 9.4 µM | hit rate 0.15% among 340,000 | AID 504523; in the data active = inhibition above about 12%;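 also: human Keap1 Kelch domain with fluorescein labeled Nrf2 9mer peptide probe; 0% = neutral control wells and 100% = peptide positive control; higher means more block of Keap1 binding to Nrf2 peptide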
MOR-DOR ag – agonists of human mu-delta opioid receptor heterodimerization. P35372+P41143. cells, OPRM1-OPRD1 heterodimerization, luminescence. activation, % at 9.3 µM. hit rate 0.3% among 340,000; in the data active = activation above about 18%;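 also: 0% = vehicle-treated cells and 100% = reference agonist; values of inactives mirror those of a sister screen read the other way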
Target sequence (P35372 whole entry, looked up): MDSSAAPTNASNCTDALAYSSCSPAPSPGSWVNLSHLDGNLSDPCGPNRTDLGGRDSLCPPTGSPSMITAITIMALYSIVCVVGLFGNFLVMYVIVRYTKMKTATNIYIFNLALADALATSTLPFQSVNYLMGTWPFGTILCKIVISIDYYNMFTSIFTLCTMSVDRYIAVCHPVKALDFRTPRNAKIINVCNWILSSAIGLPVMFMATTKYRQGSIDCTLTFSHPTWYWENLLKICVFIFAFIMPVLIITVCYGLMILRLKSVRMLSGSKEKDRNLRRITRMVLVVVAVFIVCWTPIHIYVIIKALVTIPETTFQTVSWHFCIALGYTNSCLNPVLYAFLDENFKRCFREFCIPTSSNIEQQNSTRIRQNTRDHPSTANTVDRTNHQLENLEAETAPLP
Target sequence (P41143 whole entry, looked up): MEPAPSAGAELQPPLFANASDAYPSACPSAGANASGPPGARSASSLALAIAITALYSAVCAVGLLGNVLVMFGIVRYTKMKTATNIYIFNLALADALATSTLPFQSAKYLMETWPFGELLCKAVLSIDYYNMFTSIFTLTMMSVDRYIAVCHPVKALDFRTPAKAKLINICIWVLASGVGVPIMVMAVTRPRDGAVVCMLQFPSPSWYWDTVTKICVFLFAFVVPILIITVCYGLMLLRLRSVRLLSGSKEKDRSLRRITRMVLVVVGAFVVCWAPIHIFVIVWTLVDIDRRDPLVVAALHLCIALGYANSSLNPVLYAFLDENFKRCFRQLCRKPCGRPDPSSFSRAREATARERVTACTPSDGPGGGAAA
Pemphigus Ab inh – blocks pemphigus antibody binding to human desmoglein-3. hit rate 0.48% among 310,000. binding (percent of control), % at 10 µM. AID 588358. P32926. DSG3-coupled beads, scFv-anti-DSG3-GFP binding, flow cytometry; stronger effect = lower value;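 active = binding more than 3 SD below its plate's average and above zero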; also: some compounds called inactive have numbers as strong as hits
RTF Ca sens act – cardiac RTF calcium sensitization | IANBD-labeled TnC RTF fluorescence at EC20 calcium; 0% EC20 calcium, 100% full calcium | activation, % at 7.2 µM | hit rate 0.24% among 340,000 | P19429+P45379 | AID 493008;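 active = activation above the mean over all tested compounds plus 3 SD, cut at about 30% in these data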;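 also: rise in fluorescence read as greater calcium sensitivity of cardiac thin filaments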
Arr AP2 block – blocks beta-arrestin peptide binding to AP2 adaptin; FITC-arrestin peptide / GST-AP2 beads, flow cytometry; AP2 beta2 appendage carries R879A mutation; inhibition, % at 10 µM; hit rate 0.31% among 340,000; AID 504490;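 active = inhibition above a set limit, near 3 SD of compounds lacking own fluorescence, cut at about 54% in these data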;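 also: plate controls were DMSO wells for no effect and 5 µM unlabelled arrestin peptide for full effect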
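System: GST-AP2 R879A bound to glutathione beads, E. coli-expressed. Also added: 50 nM FITC-arrestin peptide. Schedule: compound with beads 12 min RT, then probe 1 h RT. Signal: bead flow cytometry, FITC channel. Read-out basis: percent response.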
LANA DNA inh – blocks KSHV LANA C-terminal domain binding to DNA | MBP-C-LANA/FAM-LBS DNA binding, fluorescence polarization | inhibition, % at 9 µM | hit rate 0.078% among 340,000 | AID 504423;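 active = highest replicate inhibition at or above 60% at 9 µM, even if other replicates fall short; inactive = all replicates below 60% inhibition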;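 also: 0% = neutral control wells and 100% = 4 µM acridine orange control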
MOR-DOR inv ag – inverse agonists of human mu-delta opioid receptor heterodimerization | P35372+P41143 | cell-based MOR-DOR heterodimer luminescence, inverse agonism | inhibition, % at 9.3 µM | hit rate 0.21% among 340,000 | AID 504357; in the data active = inhibition above about 22%, passing the limit was not always enough;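 also: 0% = cells with DMSO and 100% = wells without cells with DMSO; values of inactives mirror those of a sister screen read the other way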
V-ATPase pH – alters yeast V-ATPase proton transport; S. cerevisiae, pHLuorin cytosolic pH fluorescence; response, % at 10 µM; hit rate 0.37% among 350,000; AID 504577; in the data active = response mostly above about 7.3%, no sharp cut-off; inactive = mostly below about 5.4%; also: actives read high; inactives centre near 0; some compounds called inactive have numbers as strong as hits; reference of the scale not given here
Wnt act – activators of Wnt/beta-catenin signaling. Wnt/beta-catenin reporter cell assay, activator, plate reader. activation, % at 9.35 µM. hit rate 1.2% among 300,000; in the data active = activation above about 30%, passing the limit was not always enough;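 also: 0% = neutral control wells and 100% = positive control wells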
Cardiac RTF inh – cardiac RTF calcium desensitization; P19429+P45379; IANBD-labeled cardiac RTF, Ca2+ fluorescence; inhibition, % at 7.15 µM; hit rate 0.12% among 340,000; AID 493244;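 active = inhibition above the mean inhibition of all tested compounds plus 3 SD, cut at about 17% in these data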;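 also: assay run at fixed EC70 calcium of 1.6 mM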
Active calls of the source: *; / = not tested or not shown; & = joins results of further samples.

Values in the order – Keap1-Nrf2 PPI	V-ATPase pH	LANA DNA inh	Pemphigus Ab inh	RTF Ca sens act	Wnt act	MOR-DOR inv ag	MOR-DOR ag	Arr AP2 block	Cardiac RTF inh
- CCn1cc(CNC(=O)/C=C/c2ccc([N+](=O)[O-])cc2)cn1
→ 1	4	0.9	107	-2	0	9	-1.8	-4	4
- COc1ccccc1OCCNC(=O)CC(NC(C)=O)c1ccccc1 (centres undefined)
→ -1	4	1.0	/	-2	-2	1	-0.2	2	5
- CN(C)CCN(Cc1cc2cc3c(cc2nc1Cl)OCO3)C(=O)c1ccco1
→ 4	5	1.0	/	-4	0	14	-2.1	4	-13
- Cc1cccc(NC(=O)CCS(=O)(=O)c2ccccc2)c1
→ -5	-2	1.1	94	2	0	12	-2.2	-7	-6
- COc1ccc(S(=O)(=O)Cc2ccc(C(=O)N3CCN(c4cccc(C)c4C)CC3)o2)cc1
→ -3	0	1.1	104	6	-3&-6	9	-1.8	-7	-4
- Nc1nc2ccc(S(=O)(=O)N3CCCCC3)cc2s1
→ -8	0	-0.1	99	0	-1	3	-0.6	7	-3
- CCOC(=O)Nc1ccc2c(CN3C(=O)NC4(CCCC4)C3=O)cc(=O)oc2c1
→ -3	-1	-1.1	103	2	/	5	-1.0	3	-6
- Cc1cc(NC(=O)CSC2=NS(=O)(=O)c3cc(Cl)ccc3N2)no1
→ 1	-5	-1.3	104	10	1	22	-4.5	-8	-3
- O=C(NCc1ccccc1Cl)C1CCC(=O)N(C2CC2)C1 (centres undefined)
→ 1	5	-0.9	101	-5	-3	16	-3.0	-3	-8
- C/C(=N\Nc1nccnc1Cl)c1ccc(Br)cc1
→ -1	6	-3.6	96	-4	4	2	-0.3	-1	0
- Cc1nc2ccc(NC(=S)N3CCN(c4ccccn4)CC3)cc2nc1C
→ -2	2	1.1	/	1	-3	-9	2.0	7	2
- COc1ccc(-c2ccnc3cc(C(=O)O)nn23)cc1
→ 2	-1	-0.1	100	0	-11	-4	0.6	21	-9
- Cc1nn(-c2ccccc2)c(Cl)c1/C=N/NS(=O)(=O)c1ccc(Br)cc1
→ -3	-2	0.3	100	2	/	-49	9.3	-3	9
- COc1ccc(Cl)cc1S(=O)(=O)N1CCCC(C(=O)N2CCCC2)C1 (centres undefined)
→ -2	0	-1.3	101	-2	-1	1	-0.3	9	-6
- O=C(CCCN1C(=O)c2ccccc2C1=O)Nc1ccc(Br)cn1
→ -6	0	-0.2	105	5	2	3	-0.6	2	3

Additional structures
Values in the order – Keap1-Nrf2 PPI	V-ATPase pH	LANA DNA inh	Pemphigus Ab inh	RTF Ca sens act	Wnt act	MOR-DOR inv ag	MOR-DOR ag	Arr AP2 block	Cardiac RTF inh
- O=C1C(=O)c2ccccc2C(O)=C1CCCCl
→ 1	-1	4.3	109	5	/	-45	8.8	-4	-2
- CCOc1ccc(S(=O)(=O)NN)cc1
→ -5	2	1.6	95	5	-2	17	-2.9	2	0
- CC1(C(=O)O)CCC(C(=O)Nc2ccc(F)cc2)C1(C)C (centres undefined)
→ -2	-1	-0.2	99	1	1	14	-2.9	-24	-5
- CCCOc1ccc(/C(O)=C2/C(=O)C(=O)N(CCCOC)C2c2ccncc2)cc1 (centres undefined)
→ 3	0	0.5	102	0	2	19	-3.9	21	-1
- COc1ccccc1NC(=O)N1CCCC1C(=O)NCc1ccccc1Cl (centres undefined)
→ 1	-4	3.4	115	4	-1	6	-1.2	1	2
- CCOc1ccc(S(=O)(=O)N2CCCC(C(=O)NCCN3CCOCC3)C2)cc1Cl (centres undefined)
→ 1	3	-0.1	98	-7	-1	8	-1.6	28	-10
- COc1ccc(-c2noc(C(=O)NCc3ccc(F)cc3)n2)cc1OC
→ 4	4	-1.0	102	-1	/	10	-2.1	14	-5
- CCc1nnc(NC(=O)CCC(=O)N2CCN(Cc3ccc(F)cc3)CC2)s1
→ 5	2	-1.4	102	-2	-1	16	-3.0	9	-5
- COCCCNC(=O)Cn1nnc(-c2ccccc2NC(=O)c2ccc(F)cc2)n1
→ -6	0	-0.9	88	7	/	-22	3.7	7	-10
- Cn1c(=O)[nH]c(=O)c2c1nc(Sc1ccccc1)n2CCc1ccccc1
→ -3	-4	-0.2	104	0	0	2	-0.3	0	-9
- COC(=O)c1sccc1NC(=O)Cc1ccc(OC)cc1
→ -6	-2	0.9	101	6	4	-2	0.3	13	-4
- COc1ccc(N2CCN(C(=O)CSc3nnc(CNc4ccccc4)o3)CC2)cc1
→ 2	-2	1.1	103	-3	/	0	0.1	22	-1
- CC(Sc1nnc(CN2CCCC2)n1Cc1ccccc1)C(=O)Nc1ccc(F)c(F)c1F (centres undefined)
→ -9	-4	-1.4	101	0	-4	-19	4.8	-2	0
- COC(=O)c1ccc(CNC(=O)COC(=O)CC23CC4CC(CC(Br)(C4)C2)C3)cc1
→ 3	-1	0.7	101	-7	-7	-15	2.6	15	3
- CC1(C)Cc2c(C#N)c(N3CCOCC3)nc(-c3ccccc3)c2CO1
→ 1	0	-0.3	/	-1	-3	-10	2.3	3	2

Further results:
Values in the order – Keap1-Nrf2 PPI	V-ATPase pH	LANA DNA inh	Pemphigus Ab inh	RTF Ca sens act	Wnt act	MOR-DOR inv ag	MOR-DOR ag	Arr AP2 block	Cardiac RTF inh
- CSc1cccc(N2CC(C(=O)NCCN3C(=O)S/C(=C\c4cccnc4)C3=O)CC2=O)c1 (centres undefined)
→ 0	4	-0.1	105	-1	1	8	-1.7	16	0
- COc1cc(CCC(=O)OCC(=O)Nc2ccccc2C(C)C)cc(OC)c1OC
→ 1	-2	0.5	98	1	/	3	-0.6	-4	-5
- CC#CCN1C=C(C(=O)OCC)C(C)N(Cc2ccc(Br)cc2)S1(=O)=O (centres undefined)
→ -4	-1	0.4	99	-6	-1	13	-2.7	-1	-4
- Cc1ccc(C(O)Cn2cc([N+](=O)[O-])nc2C)cc1 (centres undefined)
→ -7	3	2.2	117	7	8	13	-2.5	5	2
- O=[N+]([O-])c1ccc(C(O)CN2CCN(c3ccccc3)CC2)cc1 (centres undefined)
→ -3	3	-0.4	89	3	-2	-12	2.6	6	-9
- COC(=O)c1cccc(NC(=O)CC2C(=O)NCCN2C(=O)c2ccc(F)cc2F)c1 (centres undefined)
→ 0	-1	-1.4	114	-7	-1	13	-2.4	-21	-2
- CC(C)(C)C(=O)Nc1c2c(nn1-c1ccc(F)cc1)CSC2
→ -1	2	0.6	105	-9	-3	11	-2.2	30	-1
- CCCCCCNS(=O)(=O)c1ccc(Cl)s1
→ 2	0	1.8	99	-1	1	-47	9.1	-8	1
- Cc1nnc(NC(=O)CCCN2C(=O)c3ccccc3C2=O)s1
→ 3	-5	-0.1	105	-4	-1	8	-1.5	15	3
- COCCNC(=O)C(=O)N/N=C/c1cccs1
→ 4	-1	-2.2	103	-5	4	-1	0.1	0	3
- Cc1ccc(S(=O)(=O)N2CCN(C(=O)c3cc(=O)[nH]c4ccccc34)CC2)c(C)c1
→ -7	4	0.1	100	1	/	5	-0.9	-3	7
- Cc1noc(C)c1CSc1nc2sc(C)c(C)c2c(=O)n1-c1ccccc1
→ -4	9	-1.0	99	3	/	-12	2.1	-9	-3
- CC(C(=O)N1c2ccc(F)cc2CCC1C)N1C(=O)c2ccccc2C1=O (centres undefined)
→ -2	-2	0.7	/	0	-3	-8	1.3	-2	2
- c1ccc(-c2cn3nc(-c4ccccc4)c(-c4ccccc4)nc3n2)cc1
→ 2	-7	22	/	-2	-4	-12	2.1	42	-14
- CN(C)S(=O)(=O)Nc1ccc(C(=O)O)cc1
→ 2	-1	0.7	100	1	/	7	-1.5	10	-1

2 of the compounds above, with tabs:
SMILES	Keap1-Nrf2 PPI	V-ATPase pH	LANA DNA inh	Pemphigus Ab inh	RTF Ca sens act	Wnt act	MOR-DOR inv ag	MOR-DOR ag	Arr AP2 block	Cardiac RTF inh
Cc1nc2ccc(NC(=S)N3CCN(c4ccccn4)CC3)cc2nc1C	-2	2	1.1	/	1	-3	-9	2.0	7	2
COc1ccc(-c2ccnc3cc(C(=O)O)nn23)cc1	2	-1	-0.1	100	0	-11	-4	0.6	21	-9

Next records follow:
Values in the order – Keap1-Nrf2 PPI	V-ATPase pH	LANA DNA inh	Pemphigus Ab inh	RTF Ca sens act	Wnt act	MOR-DOR inv ag	MOR-DOR ag	Arr AP2 block	Cardiac RTF inh
- COc1ccc(C(=O)N2CCC(C(=O)Nc3ccc(OC)c(OC)c3)CC2)cc1
→ -2	-4	0.2	105	-4	-1	20	-3.6	-4	-7
- CCOC(=O)c1ccc(S(=O)(=O)NC2CCCCCCC2)n1C
→ 3	-2	-0.5	/	-2	-2	3	-0.7	-6	3
- O=C(NCc1cnc2ccccn12)C1CCC(=O)N(Cc2ccccc2F)C1 (centres undefined)
→ -2	4	-0.4	116	-2	1	4	-0.8	2	-1
- CC(=O)Nc1cccc(NC(=O)c2cc(-c3cccnc3)nc3ccc(Cl)cc23)c1
→ 1	-3	0.7	87	-2	-1	1	-0.2	9	13
- CC(C)NC(=O)c1cccc(Cn2cc(Cl)cn2)c1
→ -9	3	-0.2	103	6	0	11	-2.2	0	-5
- O=C(N/N=C/c1ccc([N+](=O)[O-])o1)C(O)c1ccccc1 (centres undefined)
→ -4	-5	-0.7	/	8	10	-13	2.6	34	3
- COCC1OS(=O)(=O)NC(CC(=O)SC(C)(C)C)C1C (centres undefined)
→ 5	-3	-3.6	99	-9	-2	11	-2.0	39	0
- Cc1ccc(OCC(=O)c2cc(C)n(C)c2C)c([N+](=O)[O-])n1
→ -3	3	-0.3	107	8	-1	3	-0.6	-2	-13
- COc1ccc(N=Nc2c(C)[nH]c3ccccc23)cc1
→ -6	1	-1.1	119	-5	13	-6	1.1	7	1
- O=C(c1ccc(-c2nnc(Nc3cccc(Cl)c3)c3ccccc23)cc1)N1C[C@H]2C[C@H](C1)c1cccc(=O)n1C2
→ -5	0	-0.2	107	0	/	7	-1.7	4	-5
- CCCCCC(=O)N1CC2(C)CN(C(=O)CCCCC)CC(C)(C1)C2=O
→ -2	-4	-0.1	105	-6	/	4	-0.8	23	2
- Cc1ccc(S(=O)(=O)N/N=C/c2ccccc2F)cc1[N+](=O)[O-]
→ 0	3	1.5	106	-3	-1	10	-2.2	36	0
